Source: PubChem BioAssay (National Center for Advancing Translational Sciences (NCATS))
Rab9 promoter act: activators of Rab9 promoter; Huh7 Rab9 promoter-luciferase reporter, luminescence, 24 h; hit rate 2.8% among 320,000; AID 485297; Potency, µM (top dose mostly 9.22 µM), without a hit: at the highest dose activation, negative = inhibition, hits mostly activators; further: potency means the concentration at half of the fitted maximal effect; % of control where 0% means no effect; nearly all actives have a fitted effect of over 60% in size
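Promoter activation is measured as luciferase luminescence in Huh7 cells stably transfected with a Rab9 promoter–luciferase construct, following 24 h compound exposure at 37 °C and 10 min reagent incubation at ambient temperature.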
ELG1 repair inh: inhibitors of ELG1-dependent DNA repair in HEK293T cells; hit rate 2.3% among 330,000; AID 504467; Potency, µM (doses to about 46.1 µM), for the others: at the top dose activity change, negative = inhibition, hits mostly inhibitors; HEK293T ELG1-luciferase reporter, luminescence, 16 h; DNA damage induced by 5-fluorouridine; further: potency means the concentration at half of the fitted maximal effect; on the % scale 0 is the no-effect control and ±100 the full control effect; nearly all actives have a fitted effect of over 55% in size
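Reporter activity after DNA damage by 5-fluorouridine is monitored. Compound-treated cells incubate 16 hr at 37 °C, then ONE-Glo is added for 30 min before luminescence reading.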
NPC1 prom act: activators of NPC1 promoter; Huh7 NPC1 promoter luciferase reporter, 24 h; Potency, µM (top dose mostly 9.22 µM), without a hit: at the top dose activation, actives largely listed as activators; hit rate 2.4% among 320,000;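 further: potency means the concentration at half of the fitted maximal effect; % of control where 0% means no effect; nearly all actives have a fitted effect of over 60% in size; reporter is driven by a mutant NPC1 promoter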
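Stably transfected Huh7 (NPC1 promoter→luciferase), 1500 cells/well in Opti-MEM + 10% FBS, 2 h settle, then compound 24 h at 37 °C. Luminescence after 10 min with Amplite reagent.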
Mito fusion act: blocks mitochondrial division or promotes mitochondrial fusion | hit rate 0.23% among 320,000 | S. cerevisiae fusion-defective mutant growth rescue, CellTiterGlo 48 h | Potency, µM (doses to about 46.1 µM), for inactives: at the highest dose growth rescue (activation), most hits filed as activators | AID 485298;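 further: potency means the concentration at half of the fitted maximal effect; % of control where 0% means no effect; nearly all actives have a fitted effect of over 45% in size; temperature-sensitive fusion mutants such as fzo1-1 at 37 °C on non-fermentable ethanol glycerol medium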
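Read-out: ATP-based luminescence (CellTiterGlo, 10 min ambient) reporting growth of fusion-defective ts yeast after 48 hours at 37C on glycerol/ethanol YPEG medium in the presence of compound.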
FLuc modulator: firefly luciferase modulation, counter-screen for miR-21 project. P08659. purified FLuc, Km substrates, luminescence inhibition. Potency, µM (titrated, usually from 57.5 µM), for the others: at the highest dose activity change, negative = inhibition, usual class: inhibitors. hit rate 6.9% among 360,000. AID 588342;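 further: potency means the concentration at half of the fitted maximal effect; plate controls were vehicle for no effect and reference inhibitor for full effect; nearly all actives have a fitted effect of over 55% in size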
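Purified P. pyralis luciferase (10nM final) with 10uM D-luciferin and 10uM ATP (Km levels) in 50mM Tris acetate pH 7.5, 10mM Mg acetate, 0.01% Tween-20, 0.05% BSA; qHTS 6-point titration, ~60 µM downward; luminescence read.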
RORgamma inh: inhibitors of mouse ROR gamma transcriptional activity; Potency, µM (series often up to 53.6 µM), for the others: top-dose activity change, negative = inhibition, usual class: inhibitors; Drosophila S2 Gal4-RORgamma UAS-luciferase reporter, 20 h; hit rate 5.4% among 310,000; AID 2551; further: potency means the concentration at half of the fitted maximal effect; on the % scale 0 is the no-effect control and ±100 the full control effect; nearly all actives have a fitted effect of over 60% in size
Target sequence (P51450 whole entry, looked up, the tested form may be a part): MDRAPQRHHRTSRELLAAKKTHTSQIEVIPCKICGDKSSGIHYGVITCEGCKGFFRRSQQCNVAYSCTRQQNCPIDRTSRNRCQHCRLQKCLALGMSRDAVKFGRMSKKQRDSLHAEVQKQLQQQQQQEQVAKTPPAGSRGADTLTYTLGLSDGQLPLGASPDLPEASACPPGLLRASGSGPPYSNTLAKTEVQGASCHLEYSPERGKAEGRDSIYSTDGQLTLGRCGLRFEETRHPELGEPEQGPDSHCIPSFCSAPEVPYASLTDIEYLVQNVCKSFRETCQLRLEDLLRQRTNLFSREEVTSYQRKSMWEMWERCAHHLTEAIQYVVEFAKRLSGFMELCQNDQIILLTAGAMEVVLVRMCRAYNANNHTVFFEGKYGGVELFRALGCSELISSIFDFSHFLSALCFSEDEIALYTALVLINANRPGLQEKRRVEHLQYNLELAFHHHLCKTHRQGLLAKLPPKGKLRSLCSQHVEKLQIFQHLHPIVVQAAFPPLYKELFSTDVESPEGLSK
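Read-out: Photinus luciferase luminescence; inhibitors lower reporter signal. Insect Schneider cells with Gal4-ROR gamma fusion under metallothionein promoter, UAS reporter; 700 uM final copper sulfate induction, 20 hr, ambient temperature.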
KCNH2 3.1 block: KCNH2 3.1 (human) potassium channel inhibition. activity change, % (tested at about 1.8 µM). AID 720553. U2OS KCNH2 3.1, thallium flux FluxOr; active compounds read low. hit rate 0.95% among 340,000;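 active means maximum activity change below -70%; inconclusive means maximum activity change from -70% to -50%; inactive means maximum activity change above -50%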;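 further: thallium influx rate constant from kinetic fluorescence after stimulation buffer; on the % scale 0 is the no-effect control and ±100 the full control effect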
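Thallium flux read-out: FluxOr dye with Red40 quencher in HBSS/HEPES, 45 min at RT. Rate constants from kinetic reads were normalized to positive and negative DMSO controls. Cells: U2OS virally expressing the 3.1 isoform.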
PKM2 activator: activators of human pyruvate kinase M2; purified PKM2, Kinase-Glo ATP luminescence, activation; response scale: 0% is enzyme alone, no compound; Potency, µM (top dose mostly 57.5 µM), without a hit: at the top dose activation, most hits filed as activators; hit rate 0.34% among 260,000; further: potency means the concentration at half of the fitted maximal effect; on the % scale 0 is the no-effect control and ±100 the full control effect; nearly all actives have a fitted effect of over 55% in size
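Kinase-Glo luminescence reports ATP generated from ADP (0.1 mM) and PEP (0.5 mM) by purified hPK-M2 after 1 h at room temperature, pH 7.2 imidazole buffer; intermediate enzyme activity allows detecting inhibitors and activators.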
MBNL1-CUG inh: blocks human MBNL1 binding to CUG repeat RNA; Q9NR56; TR-FRET MBNL1-His/biotin-(CUG)12 binding, 665/545 ratio; Potency, µM (highest dose often 57.5 µM), for inactives: at the top dose activity change, negative = inhibition, usual class: inhibitors; hit rate 0.036% among 280,000; AID 2675; active means well fitted inhibition curve with a large enough effect in the signal ratio, with a control signal flat, not every such curve was filed as active; inconclusive means small, poorly fitted or top-dose-only effect, or effect the other way, or a change in a side signal; inactive means no such curve, though single readings can be large or run the other way; the % refers to the signal ratio; further: potency means the concentration at half of the fitted maximal effect; on the % scale 0 is the no-effect control and ±100 the full control effect
Target sequence (Q9NR56 whole entry, looked up): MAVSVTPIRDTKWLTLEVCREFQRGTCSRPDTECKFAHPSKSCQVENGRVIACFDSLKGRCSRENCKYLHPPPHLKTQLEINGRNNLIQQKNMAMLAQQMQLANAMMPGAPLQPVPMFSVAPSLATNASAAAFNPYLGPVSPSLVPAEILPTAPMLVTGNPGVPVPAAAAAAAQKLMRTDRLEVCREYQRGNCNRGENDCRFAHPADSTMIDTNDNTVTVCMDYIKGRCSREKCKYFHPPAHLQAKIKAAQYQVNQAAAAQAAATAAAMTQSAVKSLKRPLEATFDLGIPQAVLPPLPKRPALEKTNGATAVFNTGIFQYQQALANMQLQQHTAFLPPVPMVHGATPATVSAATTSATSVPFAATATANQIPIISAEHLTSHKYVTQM
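His-tagged MBNL1 binding to biotinylated (CUG)12 RNA was measured by TR-FRET using terbium anti-His antibody (0.055 ng/ul final) and streptavidin-XL665 (5 nM final). Compounds were titrated 92 nM to 58 uM; 60 min at room temperature.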
Menin-MLL TR inh: menin-MLL binding inhibition, Texas Red mutant peptide | AID 1768 | Menin + Texas Red MLL mutant peptide, fluorescence polarization | hit rate 0.23% among 270,000 | O00255 | Potency, µM (top dose mostly 61.6 µM), without a hit: at the top dose FP activity change, negative = inhibition, usual class: inhibitors; active means well fitted inhibition curve with a large enough effect in the polarisation, with a control signal flat, not every such curve was filed as active; inconclusive means small, poorly fitted or top-dose-only effect, or effect the other way, or a change in a side signal; inactive means no such curve, though single readings can be large or run the other way; the % refers to the polarisation; further: potency means the concentration at half of the fitted maximal effect; % of control where 0% means no effect; many of its hits are not listed in these tables
Gal4-VP16 FLuc: inhibits Gal4-VP16 luciferase reporter, ROR gamma counter-screen; Drosophila S2 Gal4-VP16 UAS-luciferase, luminescence, 20 h; Potency, µM (titrated, usually from 53.6 µM), for the others: at the highest dose activity, negative = inhibition, usual class: inhibitors; hit rate 3.5% among 310,000; AID 2546;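 further: Gal4-VP16 expression switched on by copper sulfate through the metallothionein promoter; potency means the concentration at half of the fitted maximal effect; on the % scale 0 is the no-effect control and ±100 the full control effect; nearly all actives have a fitted effect of over 50% in size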
* = called active by the depositor; ? = inconclusive; nt = no result given; [ ] = remark or other dose. Unless noted, the call rests on the fitted dose curve; in most records, active means well fitted curve in the direction sought with a large enough effect; inconclusive means small, poorly fitted or top-dose-only effect, or another doubt; inactive means no such curve, though single readings can be large; an effect the other way counts as inactive or inconclusive.

SMILES	Rab9 promoter act	ELG1 repair inh	NPC1 prom act	Mito fusion act	FLuc modulator	RORgamma inh	KCNH2 3.1 block	PKM2 activator	MBNL1-CUG inh	Menin-MLL TR inh	Gal4-VP16 FLuc
C=CCOC(=O)c1[nH]c2c(c1C)C(=O)CC(c1ccco1)C2 (stereo unspecified)	-24%	-3%	-11%	-3%	1%	?	5	?	?	15%	-10%
CCN(CC)CCNC(=O)c1ccc(NC(=O)c2ccc(S(=O)(=O)N3CCCCCC3)cc2)cc1	-3%	?	-5%	13%	-8%	nt	0	nt	nt	nt	nt
Cc1ccccc1C1NC(c2ccccc2C)C([N+](=O)[O-])C(C)(C)C1[N+](=O)[O-] (stereo unspecified)	3%	?	3%	-3%	-2%	-5%	2	-5%	-10%	nt	-2%
COc1ccc(-c2oc3ncn(CCN4CCOCC4)c(=N)c3c2-c2ccc(OC)cc2)cc1	-9%	21µM*	1%	25%	-1%	-31%	-12	1%	?	16%	-18%
CCOC(=O)c1c(C)[nH]c(C)c1S(=O)(=O)NCCN1CCN(c2ccccc2F)CC1	5%	14%	-1%	0%	1%	-18%	27	nt	-1%	-19%	-3%
Cc1csc(SCC(=O)Nc2cccc(S(=O)(=O)N3CCOCC3)c2)n1	-5%	-14%	-6%	1%	1%	35%	-6	-29%	-3%	8%	13%
O=S(=O)(c1ccc(F)cc1)n1ccc2cccnc21	10%	?	2%	15%	1%	?	7	24%	-5%	8%	10%
O=C(Nc1cccc(C(=O)O)c1)/C(=C/c1ccc2c(c1)OCO2)NC(=O)c1cccc(Br)c1	-10%	-14%	-11%	1%	?	20%	0	-3%	-5%	?	-77%
Cc1cccc(-c2nc(CS(=O)CC(=O)NC3CCCCC3)c(C)o2)c1 (stereo unspecified)	3%	-2%	-2%	3%	-1%	-2%	17	-4%	5%	-6%	-5%
CCCC(=O)Nc1ccc(S(=O)(=O)N2CCCC2)cc1	-7%	-5%	1%	-1%	-1%	16%	9	3%	-3%	3%	11%
Cc1nc(-c2ccc(F)cc2)c(CC(=O)N(C)CC(=O)Nc2ccccc2Cl)s1	0%	2%	-1%	-2%	-4%	nt	16	nt	nt	nt	nt
Cc1[nH]c(C)c(S(=O)(=O)N2CCN(c3ccccc3F)CC2)c1C(=O)N1CCCC1	0%	10%	1%	-13%	2%	-12%	3	nt	-4%	14%	-1%
CCOP(=O)(OCC)c1nc(-c2cccc3ccccc23)oc1NCc1ccc(OC)cc1	2%	?	-3%	3%	4%	-4%	19	8%	18%	-8%	-6%
COc1cc(C)c(Cl)cc1S(=O)(=O)NCCCN1CCOCC1	0%	-1%	-3%	-1%	1%	-18%	-8	-3%	2%	-1%	-9%
CCOC(=O)c1ccc2c(c1)nc(COc1ccc3ccccc3c1)n2CC	-7%	?	-1%	6%	1%	-12%	0	-1%	-1%	-3%	4%
COc1ccccc1NC(=S)N1CCOCC1	2%	-7%	2%	-1%	1%	-3%	2	-3%	7%	-7%	7%
Cc1csc(SC(C)C(=O)NCC2CCCO2)n1 (stereo unspecified)	6%	23%	0%	0%	-2%	nt	-6	nt	nt	nt	nt
CCOC(=O)C(C)n1cnc2c1c(=O)[nH]c(=O)n2C (stereo unspecified)	2%	-19%	-1%	-1%	2%	-45%	-17	0%	-8%	16%	-6%
O=C(CCCn1c(=O)oc2ccccc21)N1CCN(c2ccc(F)cc2)CC1	0%	-14%	4%	13%	-2%	?	-8	6%	-11%	-17%	2%
CC(C)Oc1cccc(C(=O)C2CCCN(Cc3cccn3-c3ccccn3)C2)c1 (stereo unspecified)	-11%	?	-2%	2%	-10%	-19%	-81*	-1%	-1%	?	1%
CC(=O)NCCc1ccc(S(=O)(=O)Nc2cccnc2)cc1	-3%	22%	-1%	-3%	5%	12%	18	5%	5%	7%	-1%[0.365 µM]
CCOc1ccccc1N(C)S(=O)(=O)c1ccc2c(c1)CC(C)N2C(=O)C1CC1 (stereo unspecified)	-2%	-22%	-10%	?	2%	2%	5	nt	-3%	-1%	-11%
COc1cccc(CNC(=O)CSc2nc3ccc(C)cc3[nH]2)c1	-3%	11%	1%	20%	1%	3%	3	nt	-10%	-5%	2%
COc1cccc(COC(=O)C2CC(=O)N(Cc3ccco3)C2)c1OC (stereo unspecified)	10%	?	-1%	2%	3%	0%	0	29%	5%	nt	22%
O=C(COc1ccc(Br)cc1CNCCCN1CCOCC1)Nc1ccccc1	-2%	-15%	0%	-3%	-3%	5%	-17	-7%	-9%	0%	-13%
CSCCC1NC(=O)N(CC(=O)Nc2ccc(N3CCCCC3)cc2)C1=O (stereo unspecified)	-6%	?	11%	0%	12µM*	14%	6	24%	13%	-1%	12%
CCc1ccccc1NC1=NCC(=O)N1C1CCCCC1	-9%	7%	-2%	-3%	3%	14%	3	4%	-3%	-8%	0%
CCC(C)[C@H](NC(=O)N1CCCCCC1)C(=O)OC (stereo partly specified)	-5%	3%	-1%	-2%	-2%	-26%	8	-8%	nt	nt	-12%
COC(=O)c1ccccc1NC(=O)CSc1nc2ccccc2c(=O)[nH]1	-11%	?	1%	2%	4%	24%	-2	-14%	-4%	4%	13%
CCn1c(/C=C/c2c(C)[nH]c3ccccc23)nc2ccccc2c1=O	9%	9%	-2%	7%	-3%	-39%	-13	5%	nt	?	?
Cc1ccc([N+](=O)[O-])cc1NC(=O)Cc1cccs1	0%	2%	-1%	-3%	-8%	-9%	12	-2%	?	?	-1%
CCOc1ccc(S(=O)(=O)N(C)CC(=O)N2CCN(CC)CC2)cc1	-6%	4%	2%	3%	1%	-7%	-5	-3%	-4%	7%	-13%
Cc1ccc(NC(=O)CSc2nc3ccccc3c(=O)n2Cc2cccs2)cc1	24%	?	20%	3%	4%	49%	-73*	1%	-7%	-3%	-10%
CCOc1nc(N2CCOCC2)nc(C)c1[N+](=O)[O-]	-4%	23%	-2%	?	4%	7%[10 µM]	7	-2%	nt	-15%	-7%
COc1ccc(C(=O)CSc2nnc(-c3cccs3)n2-c2ccccc2)cc1	11%	?	-4%	2%	1%	3%	-20	-7%	7%	4%	-4%
CCn1c(C)nc2cc(C(=O)NNC(=S)Nc3ccc(F)cc3)ccc21	?	?	?	2%	?	-20%	23	-4%	nt	nt	-21%
COc1ccc2c(c1)c(=O)oc1cc3oc(C)c(C)c3cc12	17%	5%	5%	-4%	-3%	33%	nt	-5%	1%	-2%	1%
CCCSc1ccc([C@@H]2[C@H]3C(=O)N(CC)C(=O)[C@H]3[C@]3(C(=O)OC)CCCN23)cc1OC	-6%	-1%	0%	-2%	0%	nt	-6	nt	nt	nt	nt

These rows are one share of the data, so the mix of outcomes need not match the whole.
